# Tb PYK inh – blocks Trypanosoma brucei pyruvate kinase; Q57TT1; 410,000 compounds, 0.12% hits; AID 624173; TbPYK enzyme, Kinase-Glo Plus ATP luminescence, 45 min; Potency, µM (top dose mostly 76.8 µM), for inactives: top-dose activity, negative = inhibition, usual class: inhibitors; active = well fitted inhibition curve with a large enough effect; inconclusive = small, poorly fitted or top-dose-only effect; note: nearly all actives have a fitted effect of over 50% in size
#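 Luminescent Kinase-Glo Plus end-point after 45 min room-temperature reaction of T. brucei pyruvate kinase started with 130 uM ADP (final). Buffer TEA 50 mM pH 7.2 with KCl, MgCl2, BSA, Tween-20; titration-based qHTS with fitted concentration-effect curves.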
# The depositor's hits bear a star; ? = inconclusive; [ ] = dose if it differs, or a comment. % is set by controls: 0 for no effect and ±100 for the full control effect; potency is the fitted concentration of half-maximal effect. Some of the compounds tested; count on the stated rates, not on these rows.
Structure | Tb PYK inh
COc1cccc(CNC(=O)CCCn2c(=O)c3cccn3c3cccnc32)c1OC | -1%
CCN(CC)S(=O)(=O)c1ccc(NC(=O)CCc2c(C)nc3cc(-c4ccc(Cl)cc4)nn3c2C)cc1 | -1%
CCOC(=O)c1cc(S(=O)(=O)N2CCN(c3cc(C)ccc3C)CC2)[nH]n1 | -11%
CCCS(=O)(=O)N1CCC(N2CCN(Cc3ccc(F)cc3)C(=O)C2=O)CC1 | -10%
COc1ccccc1-c1nc2c(c(SCC(=O)Nc3ccc(C)c(C)c3)n1)Cc1c(CO)cnc(C)c1O2 | 0%
Cc1cc(NC(=O)CCNS(=O)(=O)c2ccc3c(c2)CCCC(=O)N3)ccc1Br | -2%
CC1=C(c2ccc(C)c(C)c2)S(=O)(=O)N=C1N1CCC(C(=O)N2CCCCC2)CC1 | 1%
Cc1ccc(CSc2nc3cccnc3n2Cc2ccc(C(=O)NCCc3cccs3)cc2)cc1 | 4%
CC1=C(c2ccc(C(C)C)cc2)S(=O)(=O)NC1=NCc1ccccc1Br | 4%
COc1ccccc1C(=O)Nc1ccccc1OCc1cc(=O)n2c(C)csc2n1 | 4%
Cc1cc(NC(=O)c2ccco2)cc(-c2nc3cc(Cl)ccc3o2)c1O | 1%
Cc1ccc(NC(=O)CN2C(=O)CCn3nc(-c4cccn4C)cc32)cc1 | -4%
COc1cc(C)ccc1OCCSc1nnc(-c2cccs2)o1 | -7%
COc1ccc(CNC(=O)C(=O)Nc2cccc(C)c2C)cc1 | -7%
COc1ccc(-n2ccnc2SCC(=O)Nc2cccc(OC)c2)cc1 | 3%

# An excerpt of these results, as labelled records.
Compound: CCOC(=O)c1cc(S(=O)(=O)N2CCN(c3cc(C)ccc3C)CC2)[nH]n1
  Tb PYK inh: -11%
Compound: CCCS(=O)(=O)N1CCC(N2CCN(Cc3ccc(F)cc3)C(=O)C2=O)CC1
  Tb PYK inh: -10%
Compound: COc1ccccc1-c1nc2c(c(SCC(=O)Nc3ccc(C)c(C)c3)n1)Cc1c(CO)cnc(C)c1O2
  Tb PYK inh: 0%
Compound: Cc1cc(NC(=O)CCNS(=O)(=O)c2ccc3c(c2)CCCC(=O)N3)ccc1Br
  Tb PYK inh: -2%

# (more compounds)
Structure | Tb PYK inh
O=C(NCCCN1CCN(c2ccc(F)cc2)CC1)c1ccc2nc(CCc3ccccc3)oc2c1 | -3%
Cc1cc(Nc2cccc(C(=O)O)c2)n2nc(C)nc2n1 | -2%
COc1cc(Cl)c(C)cc1NC(=O)c1cc2c(Cl)nc3ccc(C)cc3c2s1 | 7%
O=C(NC(=O)c1ccccc1)Nc1ccc(-c2cc(C(F)(F)F)nn2-c2ccccc2)cc1 | 4%
CCCCc1nn2c(=O)cc(COC(=O)c3ccc(NC(=O)C(CC)CC)cc3)nc2s1 | 2%
Cc1c(C(=O)OC2CCCCC2)[nH]c2c1C(=O)CC(c1ccc(F)cc1)C2 (stereo not given) | 1%
Cc1cc(OCCn2cc(C(=O)c3ccco3)c3ccccc32)ccc1Cl | 1%
COc1ccccc1CNC(=O)c1cccn1-c1nnc(N2CCCCC2)s1 | -18%[15.4 µM]
COc1ccc(-n2c3c(cc(-c4nc(-c5ccc(C)cc5)cs4)c2=O)C(=O)CC(C)(C)C3)cc1 | -1%
COc1ccc(-c2noc(CSc3nc4ccccc4[nH]3)n2)cc1 | 2%
O=C(CSc1nnc(-c2cccs2)o1)Oc1ccccc1 | -5%
COc1ccc(-c2cn3c(n2)sc2cc(C(=O)NC4CCCCCC4)ccc23)cc1 | 0%
CCC1CCCCN1CCCNC(=O)c1cc2c(Cl)nc3ccc(C)cc3c2s1 (stereo not given) | 1%
CCOC(=O)c1c(C)oc2nc(C)nc(N3CCN(c4cccc(C)c4C)CC3)c12 | 2%
CC(=O)N1CCCC1c1nc2ccccc2n1Cc1ccccc1Cl (stereo not given) | -5%
CCCC1=Nc2cc(C(=O)NCC(C)c3ccccc3)ccc2Sc2ccccc21 (stereo not given) | 1%
COc1ccc(OC)c(S(=O)(=O)NCCc2sc(C)nc2C)c1 | -7%
Cc1ccccc1Cn1c(Oc2ccccc2F)nc2c1c(=O)n(C)c(=O)n2C | 2%
COc1ccc(C2CC(=O)N(CC(=O)Nc3cc(C)ccc3C)c3ccccc3S2)cc1 (stereo not given) | 5%
CN1C(=O)Cc2cc(S(=O)(=O)CCC(=O)Nc3ccccc3)ccc21 | -2%
CCc1ccc(-n2c(=O)c3c4c(sc3n(Cc3ccccc3C#N)c2=O)CCCC4)cc1 | 3%
Cc1cccc(-c2nc(C)c(CCNC(=O)c3cccs3)s2)c1 | 2%
Cc1ccc(C)c(Nc2nnc(-c3ccc(C)c(S(=O)(=O)NCC4CCCO4)c3)c3ccccc23)c1 (stereo not given) | 0%
COC(=O)c1c(NC(=O)c2nc(SCc3ccccc3C)ncc2Cl)sc2c1CCCC2 | 4%
O=C(NCc1ccc(Cl)cc1)c1ccc(Cn2c(=O)c3cccn3c3cccnc32)cc1 | -3%
CCC(Sc1nc2ccncc2[nH]1)C(=O)Nc1cc(C)ccc1C (stereo not given) | -10%
CC(=O)c1cc2c(cc1N/C(=N/S(=O)(=O)c1ccc(C)cc1)c1ccc(F)cc1)OCO2 | -7%
COc1ccc(-c2cc(C(=O)NCCc3ccccc3)c3cc(C(C)C)ccc3n2)cc1 | 1%
O=C(Cn1c(=O)oc2cc(S(=O)(=O)N3CCCCC3)ccc21)NCc1ccc(F)cc1 | -5%
O=C(c1cc2ccc3cccnc3c2[nH]1)N1CCCCC1 | ?
CCN(Cc1ccccc1)C(=O)Cn1c(=O)cc(C)c2c(C)nn(-c3cccc(F)c3)c21 | 2%
Cc1cc(C)cc(NC(=O)CN2C(=O)CSc3ccc(S(=O)(=O)N4CCCC4)cc32)c1 | 4%
CCOc1cc(S(=O)(=O)NCCc2c(C)[nH]c3ccc(C)cc23)ccc1F | 3%
CC(C)Oc1ccc(CNC(=O)C2=Cc3ccccc3OC2)cc1 | 7%
CCOc1c(Cl)cc(Cl)cc1CNCCSc1nnnn1C | -8%
Cc1cc(C)c(NC(=O)Nc2ccc3snnc3c2)c(C)c1 | 1%
O=C(Nc1ccccc1Br)N1CCN2CCCCC2C1 (stereo not given) | 2%
CCCN(C(=O)c1noc2c1COc1ccc(C)cc1-2)c1ccc(Cl)c(Cl)c1 | ?
CCOC(=O)c1c(S(=O)(=O)NCC(=O)N(C)c2ccc(C)cc2)c(C)n(C)c1C | -7%
COC(=O)c1ccccc1NS(=O)(=O)c1cc2c(cc1C)N(C)CCO2 | -2%
O=C(NCCc1nc2ccccc2n1Cc1ccc(Cl)cc1Cl)c1ccco1 | 2%
Cc1ccccc1C(=O)OCc1cc(=O)n2nc(C3CCCCC3)sc2n1 | -5%
CCOC(=O)c1cnc(NCc2ccc(Cl)cc2)c2ccccc12 | 3%
CC(C)c1nnc(N2C(=O)c3oc4ccccc4c(=O)c3C2c2ccccc2F)s1 (stereo not given) | -5%
Cc1ccc(Cn2c(C)c(CNCc3ccccc3F)c(C(=O)O)c2C)cc1 | 0%
Cc1ccc(Nc2nn3c(=O)c4cc5c(cc4nc3s2)OCO5)cc1Cl | 0%
Cc1cc(C)cc(NC(=O)C(Cc2ccccc2)NS(=O)(=O)c2ccc3c(c2)CCC(=O)N3)c1 (stereo not given) | -5%
COc1ccc(S(=O)(=O)NCC(c2ccco2)N2CCN(c3ccccc3)CC2)cc1OC (stereo not given) | 3%
CCOC(=O)c1cccc(NC(=O)c2oc3c(c2C)-c2nn(CC)cc2CC3)c1 | 0%
COc1ccc(-c2cn3nc(SCC(=O)Nc4ccc(C)c(Cl)c4)ccc3n2)cc1 | 2%
O=C(Cn1c(=O)ccc2cc(S(=O)(=O)N3CCCC3)ccc21)NCc1ccc(F)cc1 | 2%
COC(=O)c1cc(NS(=O)(=O)c2cc(Br)cc3c2N(C(C)=O)CC3)cc(C(=O)OC)c1 | -9%
CCc1ccc(NC(=O)CSc2nc(=O)n(Cc3ccco3)c3c2CCC3)cc1 | -4%
CN(C(=O)Cn1nnc(-c2ccc(S(C)(=O)=O)cc2)n1)c1ccccc1 | 4%
O=C(NCCc1ccc(Cl)cc1)c1ccc(CS(=O)(=O)Cc2ccc(Cl)cc2)o1 | -9%
CSc1ccc(CCNC(=O)CCCn2nc(C)c3sc4ccccc4c3c2=O)cc1 | 4%
CSc1cccc(NC(=O)N2CCN(c3cc(-c4noc(C)n4)ccc3C)CC2)c1 | -3%
CCOC(=O)c1[nH]c(C)c(CCC(=O)N2CCN(c3cc(C)ccc3C)CC2)c1C | 0%
Cc1ncc(COC(=O)C(C)C)c2cc(C(=O)Nc3ccccc3C(F)(F)F)c(=O)oc12 | -5%
COC(=O)c1cc2c(cc1NC(=O)c1cnn(-c3ccc(C)cc3)c1-n1cccc1)OCO2 | -5%

# (list continues)
structure	Tb PYK inh
CCOC(=O)c1c(C)[nH]c(C)c1S(=O)(=O)N1CCC(C(=O)N2CCN(c3ccccc3F)CC2)CC1	3%
Cc1ccc(S(=O)(=O)c2c(C)nn(-c3ccccc3)c2OC(=O)c2ccccc2F)cc1	-2%
CN1CCN(CCCNC(=O)c2cnn(-c3ccccc3)c2-n2cccc2)CC1	-2%
CCOC(=O)c1cnc2c(Cl)cc(Cl)cc2c1Nc1cc(C(=O)O)ccc1C	-2%
CCOC(=O)c1ccccc1NC(=O)N(Cc1ccc(C)cc1)Cc1cccn1-c1nnc(N2CCCC2=O)s1	2%
Cc1ccc(Cn2c3ccccc3c3cnn(CC(=O)Nc4cc(Cl)ccc4C)c(=O)c32)cc1	5%
CCCOC(=O)c1cccc(NC(=O)CSc2nnc3cc(C)c4ccccc4n23)c1	1%
O=C(NCc1ccc(Cl)cc1)C(=O)Nc1cccc(Br)c1	1%
COc1ccc(-n2c(-c3ccc(C)cc3)cc3c2CC(C)(C)CC3=O)c(OC)c1	4%
Fc1ccccc1OCc1nc(-c2ccc(-n3cccc3)cc2)no1	-9%
COc1cc(OC)c(NC(=O)CSc2cc(=O)n(C)c3ccc(Cl)cc23)cc1Cl	-8%
COc1cc(Cl)c(C)cc1NS(=O)(=O)c1c(C)nc2sccn2c1=O	-6%
COc1ccc(-n2ncc(C(=O)N3CCN(Cc4ccccc4)CC3)c2C2CCN(C(=O)OC(C)(C)C)CC2)cc1	-6%[15.4 µM]
CC(=O)N1CCc2cc(Br)cc(S(=O)(=O)CCC(=O)NCCc3ccc(Cl)cc3)c21	-3%
CCn1c(CC2C(=O)N(C)c3ccccc32)nc2ccccc2c1=O (stereo not given)	-12%
COc1ccc(OCCn2nnc3sc4c(c3c2=O)CCCC4)cc1	-9%
CC(C)(S)C(=O)N[C@H](CS)C(=O)O	-20%
COc1ccccc1CNC(=O)CSc1ncc(S(=O)(=O)c2ccc(C)c(Cl)c2)c(=O)[nH]1	2%
CC(C)Nc1ccc(-c2nc(-c3ccccn3)no2)cc1[N+](=O)[O-]	-5%
COc1ccc(CNC(=O)C2CCN(S(=O)(=O)c3ccc(C)cc3)CC2)cc1	0%
CCc1nn(CC(=O)Nc2cc(C)cc(C)c2)c(=O)c2cc3sccc3n12	4%
CCCCN1CCCc2cc(CN(CCCN3CCOCC3)C(=O)Nc3ccc(OCC)cc3)ccc21	-7%
Cc1ccc(NC(=O)/C(C#N)=C\c2ccc(-c3ccc(Cl)cc3)o2)c(C)c1	-5%
CCOC(=O)c1c(C)sc(-c2c(-c3ccc(OC)c(F)c3)[nH]c3[nH]c(=O)[nH]c(=O)c23)c1O	-19%
CCC(=O)Nc1ccccc1-c1nc2ccccc2n(C(CC)C(=O)Nc2cccc(Cl)c2)c1=O (stereo not given)	4%
CCCN(CCC)CCCNC(=O)c1cc2c(=O)n(C)c3ccccc3c2s1	-4%
Cc1cccc(N2C(=O)CS(=O)(=O)C23C(=O)N(C)c2ccccc23)c1 (stereo not given)	-8%
O=C(Nc1sc2c(c1C(=O)NCc1ccccc1)CCCC2)c1cc(=O)c2ccccc2o1	-1%
Cc1ccc(NC(=O)Cn2cc(C(=O)C3CCCCC3)c3ccccc32)cc1	-2%
O=c1oc2ccc3ccccc3c2cc1-c1nnc(Nc2ccccc2F)s1	0%
CCCOc1ccc(OC(=O)c2ccc(-c3ccc(CCC)cn3)cc2)cc1	2%
Cc1ccccc1CSc1nnc2[nH]c(=O)cc(C)n12	-9%
O=C(NCCc1ccccc1)C(=O)NCC(c1ccc2c(c1)OCO2)N1CCOCC1 (stereo not given)	-12%
CCN(CC)CCNC(=O)C(=O)NCC(c1ccc2c(c1)OCO2)N1CCOCC1 (stereo not given)	1%
CCOC(=O)C1=C(CN2CCN(c3ccc(C)cc3C)CC2)NC(=O)NC1c1ccc(OC)cc1 (stereo not given)	1%
CCCCCn1c(=O)[nH]c2cc(C(=O)N3CCN(c4cccc(OC)c4)CC3)ccc2c1=O	-4%
Cc1ccccc1CSCc1ccc(C(=O)NCCc2ccccc2)o1	10%
Cc1ccc(N(C)C(=O)c2noc3c2CCCCC3)cc1C	0%
COc1ccc(NC(=O)c2ccc3c(c2)sc2nc(-c4ccc(OC)cc4)cn23)cc1	2%
CNC(=O)c1cccc(-n2c(C)nc3cccnc32)c1C	-2%[15.4 µM]
CCn1c(=O)c2sccc2n2c(CCC(=O)N3CCN(c4ccccc4OC)CC3)nnc12	5%

# In a second layout: 4 of the compounds above.
CCCOc1ccc(OC(=O)c2ccc(-c3ccc(CCC)cn3)cc2)cc1
  Tb PYK inh: 2%

Cc1ccccc1CSc1nnc2[nH]c(=O)cc(C)n12
  Tb PYK inh: -9%

O=C(NCCc1ccccc1)C(=O)NCC(c1ccc2c(c1)OCO2)N1CCOCC1 (stereo not given)
  Tb PYK inh: -12%

CCN(CC)CCNC(=O)C(=O)NCC(c1ccc2c(c1)OCO2)N1CCOCC1 (stereo not given)
  Tb PYK inh: 1%

# Screens (PubChem)
